Autophagy HCS: autophagy modulation, high-content screen | MEF GFP-LC3 puncta imaging; test concentration mostly 10 µM | 0.98% of 190,000 active | AID 463193 | calls only at 10 µM (by protocol);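 active = percentage of spot-positive cells more than 3 SD above its plate mean, without a fluorescence outlier flag or 80% toxicity; inconclusive = no clear call, values can overlap the other calls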;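 note: spot-positive cell cutoff set from DMSO-treated cells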
b-catenin transl: modulators of beta-catenin nuclear translocation; HeLa beta-catenin nuclear translocation, immunofluorescence imaging; nuclear translocation activity, % at 5 µM; 0.3% of 190,000 active; AID 1665;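 active = nuclear translocation activity above 50% at 5 µM, with a well cell count of 50 or more; inconclusive = wells under 50 cells across six images, flagged as toxic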;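 note: per-cell ratio of nuclear to cytoplasmic median beta-catenin stain intensity; plate controls were DMSO negative control for no effect and GSK-3 inhibitor IX positive control for full effect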
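Test system: human HeLa cells, endogenous beta-catenin. Times: 24 h compound exposure, 37°C. Measured by: beta-catenin immunofluorescence imaging with DAPI.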
AID2073: inhibitors of Mint1-CaV2.2 protein interaction, biochemical, HTRF (AID 2073) | HTRF protein-protein interaction, Mint1-CaV2.2; higher % means a stronger effect | 0.19% of 290,000 active | inhibition, % at 20 µM, or IC50 in µM where a hit was titrated; in the data active = inhibition mostly above about 51%, no sharp cut-off; inconclusive = no clear call, values can overlap the other calls; inactive = mostly below about 53%; note: some results filed as inactive read as strong as hits
HIV fusion peptide: inhibitors of HIV fusion peptide binding, primary screen, biochemical, uHTS, fluorescence dequenching (AID 1986). one-dose inhibition, % at 20 µM; IC50 in µM for titrated hits. cell-free peptide binding, fluorescence dequenching, 30 min; higher % means a stronger effect. 0.3% of 290,000 active; in the data active = inhibition mostly above about 52%, no sharp cut-off; inactive = mostly below about 76%; note: some results filed as inactive read as strong as hits
Dynein transport: dynein cargo transport inhibition. 3617.4 mouse cells, GR-EGFP nuclear translocation imaging; test concentration mostly 20 µM; stimulated with dexamethasone, 1 µM; stronger effect = lower value. 0.47% of 220,000 active. z-score, hits read low. AID 1381;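 active = plate z-score of nuclear minus cytoplasmic receptor signal below a set negative limit, without overly bright fluorescence or cell loss, cut at about -3.5 in these data, passing the limit was not always enough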;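 note: z-score of nuclear minus cytoplasmic ring GR-EGFP intensity difference per well; some compounds called inactive have numbers as strong as hits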
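Buffer or medium – tet-free medium with charcoal-stripped serum · Signal – automated 10x imaging of fixed Hoechst-stained cells · Also added – dexamethasone agonist, 1.0 µM final, for 30 min · Incubation – induction 48 h, compound 1 h, agonist 30 min · Read-out – GR-EGFP nuclear translocation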
Yfh1-off respiration: mitochondrial function rescue without frataxin homolog – Friedreich's ataxia, plus single-dose screen, dose response (AID 1465) | 0.074% of 220,000 active | S. cerevisiae Yfh1-off respiration, WST-1 reduction, 72 h; higher fold induction means a stronger effect | fold induction at 50 µM; hits with a dose series show EC50 in µM;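 active = fold induction of absorbance versus untreated yeast above a set limit, then at least 30% activation at any dose in follow-up; inconclusive = repeats straddling the limit, or above it without dose testing; inactive = fold induction below the set limit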;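 note: activators that raise dye reduction in frataxin-depleted yeast; strong numbers were not always called active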
Insulin prom up: MIN6 insulin promoter up-regulation | MIN6 insulin promoter-GFP reporter, high-content imaging; stronger effect = higher value | z-score at 5 µM | 0.3% of 190,000 active;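 active = z-score above 3 at 5 µM with at least 500 cells counted in the well; inconclusive = wells under 500 cells, flagged as cytotoxic or low count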
MT stabilizer: microtubule stabilizers in HeLa cells; HeLa tubulin immunostaining HCS, 24 h; share of cells brighter than vehicle mean+2SD; % tubulin-high responders, % at 10 µM; 0.83% of 200,000 active; AID 2205;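 active = plate Z-score above 3 for both tubulin-high and condensed-nucleus cell shares, with cell loss under 80%, at 10 µM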;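 note: anti alpha tubulin signal scored within the nucleus-defined area of each cell; some results filed as inactive read as strong as hits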
WT yeast gro inh: growth inhibition of WT yeast, mitochondrial fusion screen; mitochondrial fusion phenotypic screen, WT strain; inhibition, % at 10 µM; 2.1% of 190,000 active; in the data active = inhibition above about 58%; tested in S. cerevisiae
WT yeast gro inh mutant strain: further read-out of WT yeast gro inh, marked with its call; inhibition, %; mitochondrial fusion phenotypic screen, mutant strain inhibition
Dynein transport cytoplasmic EGFP: also measured in Dynein transport; calls as there; z-score; measured here: cytoplasmic GR-EGFP intensity; stronger effect = higher value
Dynein transport nuclear GR-EGFP: recorded beside Dynein transport, whose call it bears; z-score; measured here: nuclear GR-EGFP intensity;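 lower value marks the stronger effect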
Dynein transport cell count: recorded beside Dynein transport, whose call it bears; z-score; measured here: cell count per field
Insulin prom up cell count: further read-out of Insulin prom up, marked with its call; cell count; measured here: cytotoxicity, nuclei count;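 total cells summed across four imaged fields per well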
b-catenin transl cell count 5 µM: recorded beside b-catenin transl, whose call it bears; cell count; measured here: cell count, cytotoxicity flag
MT stabilizer Hoechst-high %: further read-out of MT stabilizer, marked with its call; % Hoechst-high responders; measured here: nuclear condensation Hoechst responders;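 share of cells brighter than vehicle mean plus two SD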
MT stabilizer cytotoxicity %: recorded beside MT stabilizer, whose call it bears; toxicity, %; measured here: cytotoxicity by cell density;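 0% = mean cell density of plate MIN control wells and 100% = no cells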
Autophagy HCS cell loss 18 h: recorded beside Autophagy HCS, whose call it bears; toxicity, %; measured here: cell loss, nuclei count;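 cell loss after 18 h compound exposure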
* marks the source's active call; other numbers are inactive results; i = inactive; ? = inconclusive; . = not tested or not shown.

SMILES | Autophagy HCS | Autophagy HCS cell loss 18 h | b-catenin transl | b-catenin transl cell count 5 µM | AID2073 | HIV fusion peptide | Dynein transport | Dynein transport cytoplasmic EGFP | Dynein transport nuclear GR-EGFP | Dynein transport cell count | Yfh1-off respiration | Insulin prom up | Insulin prom up cell count | MT stabilizer | MT stabilizer Hoechst-high % | MT stabilizer cytotoxicity % | WT yeast gro inh | WT yeast gro inh mutant strain
O=C(Nc1nncs1)c1cccnc1Cl | i | -2 | -4.0 | 543 | 2% | -1.3% | 1.6 | 0.85 | 0.8 | -1.7 | i | 0.68 | 1378 | 1.9 | 1.3 | 7.8 | -4 | -24
Cn1c(NC(=O)Cc2cccs2)cc(=O)n(C)c1=O | i | 7 | 0.6 | 1127 | 20% | 2.7% | 3.6 | 0.011 | 2.2 | -1.6 | i | -0.64 | 1064 | 1.6 | 3.2 | 5.5 | 6 | 4
Cc1cc(Cl)nc2c(C(C)C)cccc12 | i | -7 | -2.3 | 1104 | 3% | -0.8% | 0.18 | -0.23 | 0.12 | 0.94 | i | 0.12 | 1216 | 2.8 | 1.1 | 0.0 | 11 | -10
Cc1ccc(SC(=O)c2c(C)noc2-c2cc(C)on2)cc1 | . | . | -0.6 | 1248 | -9% | 3.7% | -5.1* | 1.3* | -2.3* | -0.25* | i | . | . | . | . | . | . | .
Cc1nc2nc(-c3ccccc3)nn2c(C)c1Cl | i | 3 | . | . | . | . | 0.71 | -0.097 | 0.33 | -0.23 | i | . | . | 2.6 | 3.6 | 4.4 | . | .
CCC(=Cc1ccc(CC)cn1)CC | . | . | -0.8 | 1100 | 19% | 0.8% | -0.031 | -0.17 | -0.19 | 0.03 | i | 0.88 | 921 | . | . | . | . | .
COc1ccccc1-c1nc(C#N)c(N2CCN(c3ccccc3)CC2)o1 | i | 3 | -0.3 | 1104 | 0% | -2.4% | 0.75 | -0.18 | 0.83 | -0.81 | i | -0.37 | 1298 | 1.4 | 2.6 | 6.2 | -8 | -3
CC(=O)N1CCc2cc(S(=O)(=O)NCCCN3CCN(Cc4ccccc4)CC3)ccc21 | i | 23 | . | . | 10% | -0.1% | -0.16 | 0.14 | 0.21 | 0.44 | . | -1.5 | 798 | 1.4 | 1.3 | 17 | -6 | -7
Cc1nc2ccc(S(=O)(=O)NCC(=O)N3CCN(c4ccccc4)CC3)cc2s1 | i | -1 | -3.4 | 917 | 4% | -0.2% | 0.95 | -0.18 | 0.26 | -0.55 | i | -1.1 | 1146 | 3.0 | 2.4 | 11 | 15 | 8
O=C(COC(=O)CCC1CCCC1)Nc1ccc(Cl)cc1F | i | 10 | -0.5 | 935 | -2% | -1.8% | 0.21 | -0.24 | -0.052 | -0.0011 | i | . | . | 2.9 | 1.9 | 4.4 | 16 | -6
CCC(c1nnc(SCCNCCO)n1CCN1CCOCC1)N(C)C (stereo not drawn) | i | -14 | . | . | 2% | 5.7% | 0.24 | -0.21 | 0.26 | 0.11 | i | 0.36 | 1256 | 1.9 | 1.5 | 6.0 | -8 | -27
Fc1ccc(NC(=S)N/N=C/c2ccc(F)c(F)c2)c(F)c1 | i | -10 | -8.4 | 1256 | 15% | 2.5% | 0.042 | -0.25 | 0.46 | 0.092 | i | -0.57 | 998 | 2.2 | 2.0 | 9.9 | 50 | 40
Cn1cc(CN2CCN(c3ccc(Cl)cn3)CC2)c(-c2ccccc2F)n1 | i | -28 | 0.2 | 860 | -7% | -0.5% | -0.29 | -0.29 | -0.34 | 0.42 | i | -0.36 | 1491 | 3.9 | 2.4 | 6.4 | 9 | 13
O=C(NCCN1CCOCC1)c1ccccc1-c1ccccc1 | i | -5 | -0.3 | 1114 | 19% | 2.9% | 0.65 | -0.24 | 0.45 | -0.08 | i | 0.98 | 1228 | 3.4 | 1.8 | 8.0 | 2 | 3
CCOC(=O)C1(Cc2ccc(Cl)cc2)CCN(C(=O)C2CCCO2)CC1 (stereo not drawn) | i | 10 | -1.8 | 1112 | 13% | 1.1% | -0.59 | -0.3 | -0.22 | 0.64 | i | 0.77 | 1419 | 3.8 | 2.4 | 1.6 | 2 | 1
Clc1nn2cnnc2c2ccccc12 | i | 10 | -1.7 | 1021 | -2% | 0.2% | -0.57 | -0.23 | -0.2 | 1.1 | i | -0.39 | 1444 | 1.4 | 1.6 | 11 | -20 | -12
CCOCCCNC(=O)C1CCN(C(=O)Nc2ccc(Cl)cc2)CC1 | i | -7 | -1.3 | 1084 | -4% | -0.1% | 0.43 | -0.22 | 0.29 | -0.26 | i | 0.32 | 1298 | 2.3 | 1.5 | 4.0 | -9 | -9
O=C(c1ccc(S(=O)(=O)N2CCCCC2)cc1)c1nnc(-c2ccc(Cl)cc2)o1 | i | 52 | -4.4 | 1020 | 31% | 4.4% | 1.1 | -0.4 | 0.46 | 0.065 | i | 1.1 | 1308 | 8.0 | 2.9 | 12 | -6 | 4
CCOc1ccc(CN(C)CC(=O)Nc2cccc(S(=O)(=O)N(C)c3ccccc3)c2)cc1 | i | -5 | -5.8 | 1127 | ? | 2.2% | 1.5 | -0.22 | 1 | -1.4 | i | 0.17 | 1234 | 1.9 | 2.6 | 10 | 23 | 15
COc1ccccc1OCC(=O)OCn1c(SC)nnc(C)c1=O | i | 13 | 4.7 | 475 | -2% | -1.0% | -0.59 | 1.3 | 0.67 | -0.37 | i | 0.61 | 1217 | 1.0 | 1.2 | 2.3 | -11 | -22
O=C(COC(=O)C12CC3CC(CC(O)(C3)C1)C2)NC(=O)NCc1ccco1 | i | 14 | . | . | 6% | 1.2% | -0.49 | -0.34 | 0.1 | -0.081 | i | . | . | 2.7 | 2.6 | 7.3 | 4 | -10
CC(C)NC(=O)CNc1ccc(C(F)(F)F)cc1[N+](=O)[O-] | i | -3 | -2.9 | 1106 | 4% | -1.8% | -0.58 | -0.31 | 0.048 | 0.14 | i | -1 | 1229 | 3.3 | 1.6 | 7.4 | 1 | 28
CCN(CC)C(=O)CCC(=O)Nc1ccc(C(=O)OC)cc1 | i | -1 | -0.9 | 1122 | -3% | -0.3% | 1.3 | -0.31 | 0.93 | 0.33 | i | 0.69 | 1509 | 8.5 | 1.6 | 9.1 | 13 | 32
O=C(COC(=O)CCc1nc2ccccc2c(=O)[nH]1)NC(=O)NC1CCCC1 | i | 4 | -1.8 | 966 | 3% | 2.5% | -0.16 | -0.34 | -0.34 | 0.47 | i | 0.99 | 1210 | 2.6 | 2.6 | 5.8 | -10 | -6
CCCS(=O)(=O)N1CCN(C(=O)COc2ccc(OC)cc2)CC1 | i | 2 | 3.5 | 990 | 6% | 6.1% | 0.0012 | -0.2 | 0.096 | 0.69 | i | 0.42 | 878 | 1.6 | 1.6 | 9.1 | 2 | 2

The list goes on:
SMILES | Autophagy HCS | Autophagy HCS cell loss 18 h | b-catenin transl | b-catenin transl cell count 5 µM | AID2073 | HIV fusion peptide | Dynein transport | Dynein transport cytoplasmic EGFP | Dynein transport nuclear GR-EGFP | Dynein transport cell count | Yfh1-off respiration | Insulin prom up | Insulin prom up cell count | MT stabilizer | MT stabilizer Hoechst-high % | MT stabilizer cytotoxicity % | WT yeast gro inh | WT yeast gro inh mutant strain
Cc1nc(C)c(C(=O)C2=C(O)C(=O)N(CCN3CCOCC3)C2c2cccnc2)s1 (stereo not drawn) | i | 6 | . | . | -7% | -1.2% | 0.073 | -0.26 | 0.21 | -0.0025 | i | 0.79 | 1357 | 2.3 | 1.8 | 2.2 | 10 | 9
COc1cc(C(=O)NCCc2cn3ccc(C)cc3n2)cc(OC)c1OC | i | -7 | 2.5 | 1033 | -1% | 1.8% | -0.61 | -0.18 | -0.33 | 0.017 | i | -0.47 | 1804 | 3.6 | 2.2 | 5.8 | 11 | 6
Oc1oc(-c2ccco2)nc1C=Nc1ccccc1 | i | 4 | -9.3 | 1228 | -4% | -1.3% | 0.79 | -0.28 | 0.67 | -1.2 | i | -0.48 | 1367 | 4.6 | 2.6 | 5.3 | 6 | 9
C[n+]1cccc(/C=N/Nc2nc(Cl)c(C#N)c(Cl)c2Cl)c1 | . | . | -0.5 | 1320 | -8% | -0.6% | 0.071 | -0.18 | 0.062 | 0.38 | i | -0.28 | 1060 | . | . | . | . | .
CC(=O)Nc1nc(=S)n(-c2ccccc2)[nH]1 | i | -4 | -2.5 | 1187 | ? | -2.6% | -0.18 | -0.19 | 0.18 | -0.39 | i | 0.45 | 1116 | 5.3 | 3.8 | 9.7 | -3 | 21
Cc1ccc(C)c(N2CCN(S(=O)(=O)c3ccc4c(c3)CCN4C(=O)CCC(=O)O)CC2)c1 | i | 2 | . | . | 4% | 1.1% | -0.21 | -0.26 | -0.12 | 0.32 | i | 0.42 | 984 | 1.5 | 3.2 | 6.2 | 41 | 42
O=C(NCN1CCc2ccccc2C1)c1ccccc1 | i | 5 | -3.5 | 1015 | 0% | 2.0% | -0.039 | -0.11 | 0.46 | -1.4 | i | 0.64 | 1200 | 4.3 | 2.6 | 9.9 | 12 | -6
CCn1cc(C(=O)NCc2ccccn2)c(=O)c2cc(S(=O)(=O)N3CCCCC3)ccc21 | i | -7 | . | . | -11% | -1.7% | -0.94 | -0.15 | -0.31 | 0.059 | . | 1.1 | 897 | 2.5 | 1.5 | 3.9 | -2 | -11
COc1cccc(CNn2cnnc2)c1OCc1ccccc1F | i | -3 | -2.4 | 1220 | -2% | 2.1% | 0.25 | -0.14 | 0.5 | -1.2 | i | 0.07 | 1336 | 4.9 | 2.4 | 14 | 5 | 2

Screens as filed in PubChem.
